Screening data from PubChem.
bCat nuc transl = beta-catenin nuclear translocation modulation. HeLa beta-catenin nuclear translocation, immunofluorescence imaging. AID 1665. nuclear translocation activity, % at 5 µM. 0.3% of 190,000 active;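 active means nuclear translocation activity above 50% at 5 µM, with a well cell count of 50 or more; inconclusive means wells under 50 cells across six images, flagged as toxic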;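 further: per-cell ratio of nuclear to cytoplasmic median beta-catenin stain intensity; plate controls were DMSO negative control for no effect and GSK-3 inhibitor IX positive control for full effect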
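test system = HeLa cells, endogenous beta-catenin | dosing = single 5 µM dose plus 0.02–20 µM confirmation series | times = compound treatment 24 h, 37°C, 5% CO2 | technique = beta-catenin immunofluorescence imaging with DAPI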
Autophagy HCS = modulators of autophagy. MEF GFP-LC3 puncta imaging; test concentration mostly 10 µM. calls only at 10 µM (by protocol). 0.98% of 190,000 active. AID 463193;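 active means percentage of spot-positive cells more than 3 SD above its plate mean, without a fluorescence outlier flag or 80% toxicity; inconclusive means no clear call, values can overlap the other calls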;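 further: spot-positive cell cutoff set from DMSO-treated cells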
WT yeast gro inh = growth inhibition of WT yeast, mitochondrial fusion screen | mitochondrial fusion phenotypic screen, WT strain | inhibition, % at 10 µM | 2.1% of 190,000 active | AID 1362; in the data active means inhibition above about 58%; tested in S. cerevisiae
West Nile virus CPE = inhibition of WNV-induced cytopathic effect – cell-based, CPE readout (AID 1621) | West Nile virus-infected cells, CPE inhibition; higher % means a stronger effect | CPE inhibition, % at 10 µM; hits with a dose series show IC50 in µM | 0.02% of 290,000 active; in the data active means a potency from the dose series; inconclusive means CPE inhibition mostly from about 3.7% at the one dose, without a potency; inactive means the rest, 99 in 100 with CPE inhibition below about 2.2%; further: strong numbers were not always called active
Insulin prom up = MIN6 insulin promoter up-regulation; z-score at 5 µM; MIN6 insulin promoter-GFP reporter, high-content imaging; stronger effect = higher value; AID 1625; 0.3% of 190,000 active;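 active means z-score above 3 at 5 µM with at least 500 cells counted in the well; inconclusive means wells under 500 cells, flagged as cytotoxic or low count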
Myeloid diff MLP = compounds promoting myeloid differentiation. ER-HoxA9 myeloid progenitors, lysozyme-GFP differentiation, flow cytometry. calls only at 10 µM. 1% of 360,000 active. AID 624256;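 active means normalized GFP-positive differentiation at or above the plate's own cutoff, the solvent-only control mean plus 3 SD; inconclusive means no clear call, values can overlap the other calls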;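 further: cells exposed to compound for four days before flow analysis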
Lipid droplet = hepatic lipid droplet formation modulation | AML12 mouse hepatocytes, oleate lipid droplets, BODIPY imaging | inhibition, % at 6.5 µM | 0.4% of 240,000 active;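 active means lipid droplet intensity inhibited by at least 50%, with more than 500 cells counted; inconclusive means wells with under 300 cells, treated as cytotoxic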
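Assay system: AML12 hepatocytes (mouse) / Also added: 100 µM oleic acid challenge / Times: overnight treatment with compound plus oleate / Detection: high-content imaging of BODIPY-stained droplets and DAPI nuclei / Evaluation: % inhibition of lipid droplet signal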
T cell modulator = modulates CD8 T cell binding to vesicles; 2C CD8+ T cell-vesicle binding, flow cytometry; stronger effect = lower value; calls only at 7 µM; 0.068% of 330,000 active;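 active means response, share of CD8 T cells binding vesicles, and their 90th percentile fluorescence all below set limits, cut at about 80% in these data, passing the limit was not always enough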
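Incubation: binding step 1.5 h, 37 °C, antibody labelling 20 min, ice; system: murine 2C transgenic CD8+ T lymphocytes; technique: cytometric PE anti-B7-1 and Alexa647 anti-CD8 signals after 1% paraformaldehyde fixation; also added: QL9-charged Drosophila Ld/ICAM-1/B7-1 vesicles; control set: naked versus QL9-loaded vesicles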
MT stabilizer = microtubule stabilizers in HeLa cells | HeLa tubulin immunostaining HCS, 24 h; share of cells brighter than vehicle mean+2SD | % tubulin-high responders, % at 10 µM | 0.83% of 200,000 active | AID 2205;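 active means plate Z-score above 3 for both tubulin-high and condensed-nucleus cell shares, with cell loss under 80%, at 10 µM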;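 further: anti alpha tubulin signal scored within the nucleus-defined area of each cell; some results filed as inactive read as strong as hits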
WT yeast gro inh mutant strain = second read-out of WT yeast gro inh, no call of its own (marks repeat the call); inhibition, %; mitochondrial fusion phenotypic screen, mutant strain inhibition
Insulin prom up cell count = also measured in Insulin prom up; calls as there; cell count; measured here: cytotoxicity, nuclei count;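 total cells summed across four imaged fields per well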
Lipid droplet cells 6.5 µM = further read-out of Lipid droplet, marked with its call; cell count; measured here: cell count, cytotoxicity flag;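 cells counted across two imaged fields per well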
bCat nuc transl cell count 5 µM = further read-out of bCat nuc transl, marked with its call; cell count; measured here: cell count, cytotoxicity flag
T cell modulator vesicle-bound % = further read-out of T cell modulator, marked with its call; double positive events, %; measured here: CD8+ vesicle-bound cell fraction;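 binding gate set so that unloaded-vesicle control wells show 10% double positive cells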
MT stabilizer Hoechst-high % = further read-out of MT stabilizer, marked with its call; % Hoechst-high responders; measured here: nuclear condensation Hoechst responders;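 share of cells brighter than vehicle mean plus two SD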
MT stabilizer cytotoxicity % = also measured in MT stabilizer; calls as there; toxicity, %; measured here: cytotoxicity by cell density;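 0% = mean cell density of plate MIN control wells and 100% = no cells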
Autophagy HCS cell loss 18 h = also measured in Autophagy HCS; calls as there; toxicity, %; measured here: cell loss, nuclei count;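 cell loss after 18 h compound exposure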
Myeloid diff MLP GFP+ MAC1+ % = further read-out of Myeloid diff MLP, marked with its call; GFP+ MAC1+ double positive, %; measured here: differentiation confirmed by MAC1 staining
* hit, by the source's call; i = inactive; ? = inconclusive; . = not tested or not shown.

SMILES	bCat nuc transl	bCat nuc transl cell count 5 µM	Autophagy HCS	Autophagy HCS cell loss 18 h	WT yeast gro inh	WT yeast gro inh mutant strain	West Nile virus CPE	Insulin prom up	Insulin prom up cell count	Myeloid diff MLP	Myeloid diff MLP GFP+ MAC1+ %	Lipid droplet	Lipid droplet cells 6.5 µM	T cell modulator	T cell modulator vesicle-bound %	MT stabilizer	MT stabilizer Hoechst-high %	MT stabilizer cytotoxicity %
CCCC(=O)NC(NC(=S)Nc1ccc(S(N)(=O)=O)cc1)C(Cl)(Cl)Cl (stereo not drawn)	-2.5	1093	i	11.5	-13.7	1.3	-0.1%	0.7	1495	i	0.6	-11.1	650	i	10.8	4.2	2.9	8.0
COC(=O)C1C(=O)C2=C(CC1C)NC(C)=C(C(=O)OC1CCCCC1)C2c1ccc(N(C)C)cc1 (stereo not drawn)	1.5	964	i	-9.3	1.4	-0.8	1.5%	-1.37	761	i	0.4	-19.6	724	i	11.4	4.0	1.4	1.9
CCC(C)NC(=O)Cn1cnc2sc(C)c(S(=O)(=O)N3CCN(c4ccccc4OC)CC3)c2c1=O (stereo not drawn)	.	.	.	.	.	.	-0.9%	.	.	i	0.6	4.4	800	i	37.8	.	.	.
Cc1ccc2cc(C#N)c(SCC(=O)NCc3ccco3)nc2c1	-2.3	964	i	30.8	8.4	1.6	-1.0%	-0.18	1226	i	1.0	.	.	i	8.9	2.1	1.8	5.3
COc1ccc(Cn2c(-c3ccc(OC)cc3)n[nH]c2=S)cc1	.	.	.	.	.	.	-0.4%	.	.	i	0.3	0.9	770	i	49.9	.	.	.
Cc1ccc(CN2CCC(c3nc4ccc(Cl)cc4[nH]3)CC2)cc1	2.1	1290	i	1.0	0.7	18.2	2.4%	-0.14	1511	?	.	.	.	i	10.6	3.4	1.3	3.8
O=C(NCCc1c[nH]c2ccccc12)/C(=C\c1cccnc1)NC(=O)c1ccco1	-3.4	536	i	1.2	1.8	-13.5	-0.3%	-0.63	1376	i	1.0	-4.1	609	i	45.8	3.2	4.5	5.7
O=C(CCC(NC(=O)OCc1ccccc1)C(=O)OCC(=O)N1CCCCC1)OCC(=O)N1CCCCC1 (stereo not drawn)	-1.1	1189	i	-8.2	-0.1	-0.1	0.2%	-0.24	1003	i	2.8	5.4	765	i	26.0	2.4	1.7	4.5
Cc1ccc2nc(/C(C#N)=C\c3ccc(Oc4ccc(C(F)(F)F)cc4[N+](=O)[O-])cc3)[nH]c2c1	4.3	1121	i	7.6	5.6	-4.4	-0.9%	-0.56	1451	i	0.5	11.5	641	i	43.8	6.5	3.0	1.9
COc1cc(NC(=S)Nc2ccc(Br)cc2Cl)c(OC)cc1Cl	-1.2	1123	i	-5.6	3.1	-9.2	-0.7%	-0.2	1474	i	1.0	-12.7	650	i	47.9	4.5	2.5	3.4
CC(C)NC(=S)N=Nc1c(O)[nH]c2ccc(C(C)C)cc12	2.4	1019	i	3.1	13.1	6.2	-0.3%	-1.65	1362	i	0.1	10.6	649	i	49.7	5.8	6.9	5.4
O=Cc1cc(Cl)ccc1OCCN1CCC(Cc2ccccc2)CC1	.	.	.	.	.	.	-0.6%	.	.	i	0.1	15.8	808	i	50.1	.	.	.
COc1cccc(-c2nnc(Nc3nc4c(F)cccc4s3)o2)c1	0.4	969	i	-2.5	11.2	14.7	0.5%	1.2	1088	i	9.7	-21.9	698	i	31.1	3.4	1.7	3.8
Cc1ccc(CN2CC(C(=O)Nc3nnc(SCc4c(Cl)cccc4Cl)s3)CC2=O)cc1 (stereo not drawn)	-0.8	1129	i	4.6	-2.8	8.0	-0.6%	0.37	1508	i	0.8	8.0	695	i	37.5	3.6	2.6	7.0
CC(C)CC(=O)Nc1ccccc1N1CCOCC1	-5.0	784	i	-5.8	5.7	11.5	1.1%	-1.02	1246	i	0.6	.	.	i	38.9	1.1	1.9	0.2
CC(NC(=O)[C@H](C)NC(=O)N1CCn2c1nc1ccccc12)c1ccccc1 (stereo partly drawn)	.	.	.	.	.	.	-0.9%	.	.	i	0.0	7.2	772	i	34.7	.	.	.
Cc1ccc(S(=O)(=O)NCc2ccc3c(c2)OCO3)cc1C	.	.	.	.	.	.	-0.7%	.	.	i	0.2	-4.2	794	i	63.6	.	.	.
CC(=O)OCC(=O)Nc1ccc([N+](=O)[O-])cc1Cl	-1.4	1098	i	12.4	-6.8	4.4	-0.4%	-0.35	1283	i	0.7	21.6	675	i	58.7	4.0	1.0	1.5
CN(CCN1CCOCC1)Cc1nc(-c2ccc(Cl)cc2)no1	-0.3	1362	.	.	.	.	-0.9%	-0.22	1211	i	0.2	1.9	758	i	27.9	.	.	.
CCC(N=c1cc(-c2ccc(OC)c(OC)c2)oc2ccc(C)cc12)C(=O)O (stereo not drawn)	-0.1	1018	i	0.1	-4.7	-9.0	0.5%	.	.	i	0.1	2.3	671	i	53.6	3.1	3.7	6.6
Cc1ccc(S(=O)(=O)N2CCOCC2)cc1NC(=O)COC(=O)CNC(=O)c1ccc(C(C)(C)C)cc1	3.7	451	i	-12.2	-14.3	-16.9	-0.3%	0.34	1331	i	0.4	14.7	614	i	27.0	3.2	3.2	8.2
Cc1cccc(-c2ncc(CN3CCN(CC(C)C)C(CCO)C3)cn2)c1 (stereo not drawn)	2.0	903	i	24.3	18.8	7.9	-1.3%	-0.25	1321	i	0.8	-1.8	747	i	51.1	3.7	1.9	3.8
CN(Cc1ccccc1)C(=O)c1ccc2c(c1)NC(=O)C(N1CCOCC1)S2 (stereo not drawn)	-0.7	1075	i	32.3	-2.8	-5.7	-1.0%	.	.	i	0.4	5.1	673	.	.	4.5	1.6	0.1
Cc1cc(C)cc(NC(=O)c2ccc(CNc3c(N4CCOCC4)c(=O)c3=O)cc2)c1	.	.	i	13.5	-5.0	-11.3	-0.2%	-0.35	1003	i	0.8	.	.	i	27.6	2.7	5.6	10.0
Cc1ccc(-n2nc3c(c2NC(=O)C(C)C)CS(=O)(=O)C3)cc1	.	.	.	.	.	.	0.0%	.	.	i	0.3	-9.5	731	i	41.8	.	.	.
Cc1cc(=O)oc2cc(OCC(=O)NCCCN3CCCC3=O)c(Cl)cc12	.	.	.	.	.	.	-0.5%	.	.	i	3.1	-0.9	697	i	47.1	.	.	.
CC(CC(=O)Nc1ccccc1)NCCCN1CCCC1=O (stereo not drawn)	.	.	.	.	.	.	0.6%	.	.	i	0.1	2.7	808	i	28.2	.	.	.
Cc1ccccc1C1CC(c2ccc(F)cc2)Nc2nc(N)nn21 (stereo not drawn)	-0.4	1134	.	.	1.1	-3.1	0.5%	.	.	i	1.9	-3.8	664	i	38.9	4.5	2.0	5.0
O=C(NNC(=O)c1ccccc1OCc1ccccc1Cl)c1csc(N2CCOCC2)n1	.	.	.	.	.	.	0.5%	.	.	i	0.8	-0.5	866	i	5.3	.	.	.
O=C(NCc1ccco1)C(=S)N1CCCCC1	1.2	1463	i	8.7	-20.4	7.5	0.5%	-0.59	1422	i	1.3	4.9	762	i	36.4	6.2	2.3	7.8
CCOc1ccc(C(C(=O)NC2CCCC2)N(CCOC)C(=O)CNC(=O)c2ccco2)cc1 (stereo not drawn)	.	.	.	.	.	.	-0.7%	.	.	i	0.5	4.9	701	i	19.2	.	.	.
CC(=O)Nc1cccc(-c2nc3ccc(NC(C)=O)cc3[nH]2)c1	-4.2	671	i	4.4	6.0	-6.9	-0.1%	0.62	1021	i	0.8	.	.	i	22.1	6.9	3.4	8.1
Cc1onc(-c2ccccc2Cl)c1C(=O)NCCCN1CCOCC1	-7.3	988	i	1.4	-14.4	-5.3	-0.1%	0.1	1419	.	.	.	.	i	19.1	3.1	2.3	0.2
O=C(c1cccnc1)N1CCN(Cc2ccccc2Br)CC1	-2.7	1172	i	-1.1	-2.8	-13.5	1.0%	0.23	869	.	.	-2.1	732	i	59.2	3.3	2.2	6.4
O=C(N/N=C\c1cc(Cl)ccc1O)c1ccc(S(=O)(=O)N2CCCCC2)cc1	3.6	1080	i	18.3	11.0	-6.7	1.2%	-0.63	1191	?	.	9.2	630	i	48.9	5.2	1.3	16.7
O=C(c1cccnc1Cl)N(Cc1ccccc1)Cc1ccccc1	0.0	512	i	21.8	-0.2	9.1	-1.2%	.	.	i	0.4	-25.1	714	i	33.3	2.2	1.8	2.6
COc1c(C)cc(S(=O)(=O)NCCN2CCOCC2)c(C)c1C	.	.	.	.	.	.	0.1%	.	.	i	0.8	7.3	855	i	61.2	.	.	.
Cc1cc2ccc(C)c(C)c2nc1SCC#N	0.5	892	i	8.9	.	.	-0.2%	1.21	1323	i	0.5	.	.	i	21.5	2.6	3.4	14.9
Cn1c(N)c(Sc2ccccc2[N+](=O)[O-])c(=O)n(C)c1=O	.	.	.	.	.	.	-1.1%	.	.	i	0.4	3.3	854	i	11.3	.	.	.
O=S(=O)(NCC1CCN(Cc2ccccc2)CC1)c1ccccc1C(F)(F)F	.	.	.	.	.	.	-1.1%	.	.	i	1.9	-3.3	807	i	34.0	.	.	.
OCCOc1ccc(CN2CCN(CCCc3ccccc3)C(CCO)C2)cc1 (stereo not drawn)	.	.	.	.	.	.	-0.5%	.	.	i	0.2	4.5	842	i	50.1	.	.	.

Not a hit list, and some 3.9% of all compounds hit somewhere here.
